# DT40 TDP1 CPT: growth inhibition of DT40 Tdp1-/-;hTDP1 cells with camptothecin (screen for TDP1 inhibitors) | chicken DT40 Tdp1-/-;hTDP1 cells + 20 nM CPT, ATP luminescence, 48 h | Potency, µM (titrated, usually from 46.2 µM), without a hit: at the highest dose activity change, negative = growth inhibition, most hits filed as inhibitors | 420,000 tested, 12% active | AID 686979; also: nearly all actives have a fitted effect of over 55% in size
#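 Cell growth measured by CellTiter-Glo luminescence after a minimum 48 h, 37 C compound exposure with 20 nM CPT in Tdp1-knockout DT40 cells stably expressing hTDP1, seeded 400/well; qHTS titration format.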
# TDP1 cell noCPT: qHTS for Inhibitors of human tyrosyl-DNA phosphodiesterase 1 (TDP1): qHTS in cells in absence of CPT; 420,000 tested, 15% active; DT40 Tdp1-/- hTDP1 cells, no CPT, ATP luminescence, 48 h; Potency, µM (top dose mostly 46.2 µM), inactives show at the top dose activity change, negative = growth inhibition, usual class: inhibitors; AID 686978, 2013; also: nearly all actives have a fitted effect of over 55% in size
#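 Stably hTDP1-transfected Tdp1-null chicken DT40 cells were treated with library compounds minus camptothecin and grown for at least 48 hr at 37 °C, after which cellular ATP was quantified by luminescence.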
# TDP1 block: blocks human tyrosyl-DNA phosphodiesterase 1; recombinant TDP1, AlphaScreen DNA substrate cleavage; Potency, µM (highest dose often 130 µM), for the others: at the highest dose activity change, negative = inhibition, most hits filed as inhibitors; 350,000 tested, 0.28% active; Q9NUW8; AID 485290; also: nearly all actives have a fitted effect of over 40% in size
# Target sequence (Q9NUW8 whole entry, looked up): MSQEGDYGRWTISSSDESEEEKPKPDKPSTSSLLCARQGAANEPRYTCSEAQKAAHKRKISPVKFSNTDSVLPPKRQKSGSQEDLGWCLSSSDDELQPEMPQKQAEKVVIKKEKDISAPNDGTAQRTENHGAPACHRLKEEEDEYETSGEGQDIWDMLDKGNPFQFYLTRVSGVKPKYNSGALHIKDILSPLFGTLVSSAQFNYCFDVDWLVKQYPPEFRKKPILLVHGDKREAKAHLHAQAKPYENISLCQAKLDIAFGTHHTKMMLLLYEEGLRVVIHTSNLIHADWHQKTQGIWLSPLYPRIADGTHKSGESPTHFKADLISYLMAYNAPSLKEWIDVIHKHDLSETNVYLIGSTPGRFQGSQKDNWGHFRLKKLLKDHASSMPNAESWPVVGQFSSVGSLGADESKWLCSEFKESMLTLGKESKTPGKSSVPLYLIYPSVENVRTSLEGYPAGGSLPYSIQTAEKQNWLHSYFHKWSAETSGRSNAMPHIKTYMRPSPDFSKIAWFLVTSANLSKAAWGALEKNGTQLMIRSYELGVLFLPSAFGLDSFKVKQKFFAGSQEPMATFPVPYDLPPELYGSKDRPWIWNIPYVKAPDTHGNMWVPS
#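 Signal: AlphaScreen proximity between streptavidin donor and anti-FITC acceptor beads on intact substrate. Reaction: Tdp1 1 nM, substrate 15 nM final, 5 min RT after 15 min compound preincubation.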
# Active calls of the source: *; ? = inconclusive; · = no result given; [ ] = remark or other dose. Calls follow the shape of the dose curve; as a rule, active = well fitted curve in the direction sought with a large enough effect; inconclusive = small, poorly fitted or top-dose-only effect, or another doubt; inactive = no such curve, though single readings can be large; an effect the other way counts as inactive or inconclusive. % is scaled to controls: 0 for no effect and ±100 for the full control effect; potency is read from the fitted curve at half-maximal effect.
item	structure	DT40 TDP1 CPT	TDP1 cell noCPT	TDP1 block
1	COc1ccccc1CNC(=O)COC(=O)Cn1cnc2c1c(=O)n(C)c(=O)n2C	-4%	-11%	·
2	Cc1nonc1NC(=O)c1ccccc1Br	-2%	-12%	5%
3	Cc1ccc(S(=O)(=O)NCc2ccccc2)cc1C(=O)N1CCCC(C(F)(F)F)C1 (stereo not given)	?	18µM*	-8%
4	O=C1Nc2ccc(Br)cc2C1(O)c1ccccc1 (stereo not given)	3%	0%	·
5	CCCCN(C(=O)COC(=O)c1ccc(C=O)cc1)c1c(N)n(CCC)c(=O)[nH]c1=O	2%	5%	1%
6	COc1cc(OC)c(C(=O)OCC(=O)Nc2cc(C)on2)cc1OC	5%	?	0%
7	Cc1ccc(C2=NS(=O)(=O)N(C)C(C(=O)NCc3ccc(F)cc3)=C2)cc1	?	?	·
8	CN(CCc1ccccn1)C(=O)CCC1CCCN(C(=O)c2ccsc2)C1 (stereo not given)	-4%	-9%	-3%
9	COc1ccc2[nH]c(C(=O)Nc3ccc4c(c3)OCO4)cc2c1	-18%	-9%	·
10	Cc1cccc(-n2nnnc2SCc2csc(-c3ccccc3)n2)c1	-10%	?	-2%
11	O=C(Nc1nc(=S)ss1)c1c(F)cccc1F	-5%	-25%	7%
12	O=C(CN1C(=O)c2ccccc2S1(=O)=O)Nc1ccc(S(=O)(=O)N2CCCC2)cc1	-6%	-10%	2%
13	COC(=O)[C@]1(Cc2ccccc2)N[C@H](CN(C)C(=O)Nc2ccc(OC)cc2)[C@@H]2C(=O)N(C)C(=O)[C@@H]21	9%	9%	2%
14	CCN1/C(=C\C(C)=O)Sc2ccc(OC)cc21	?	-26%	1%
15	Cc1cc(C)c2cc(C#N)c(NCCNC(=O)c3cccnc3)nc2c1	?	?	·
16	COc1cc2nc(NC3CCN(C)CC3)nc(NC3CCN(C)CC3)c2cc1OC	?	?	·
17	C#CCOCCOCCOCCNc1nc(N2CCN(C(=O)CCCCCCCCCCNC(=O)Cn3cc(CCCCCN)nn3)CC2)nc(N2CCN(C(=O)CCCCCCCCCCNC(=O)[C@@H](CCSC)n3cc(CCO)nn3)CC2)n1	?	?	12%
18	CC(=O)C1C(c2ccc([N+](=O)[O-])cc2)C2C(C)=NN=C2CC1(C)O (stereo not given)	10%	-3%	·
19	CCOC(=O)c1sc2nc(C)nc(SCC(=O)N(CC)C3CCS(=O)(=O)C3)c2c1C (stereo not given)	?	-25%	-1%
20	COc1ccc(C(=O)NCC2OCCc3ccccc32)cc1OC (stereo not given)	-5%	0%	2%

# In the list so far, 7 have four or more nitrogen atoms.
item	structure	DT40 TDP1 CPT	TDP1 cell noCPT	TDP1 block
1	COc1ccccc1CNC(=O)COC(=O)Cn1cnc2c1c(=O)n(C)c(=O)n2C	-4%	-11%	·
5	CCCCN(C(=O)COC(=O)c1ccc(C=O)cc1)c1c(N)n(CCC)c(=O)[nH]c1=O	2%	5%	1%
10	Cc1cccc(-n2nnnc2SCc2csc(-c3ccccc3)n2)c1	-10%	?	-2%
13	COC(=O)[C@]1(Cc2ccccc2)N[C@H](CN(C)C(=O)Nc2ccc(OC)cc2)[C@@H]2C(=O)N(C)C(=O)[C@@H]21	9%	9%	2%
15	Cc1cc(C)c2cc(C#N)c(NCCNC(=O)c3cccnc3)nc2c1	?	?	·
16	COc1cc2nc(NC3CCN(C)CC3)nc(NC3CCN(C)CC3)c2cc1OC	?	?	·
17	C#CCOCCOCCOCCNc1nc(N2CCN(C(=O)CCCCCCCCCCNC(=O)Cn3cc(CCCCCN)nn3)CC2)nc(N2CCN(C(=O)CCCCCCCCCCNC(=O)[C@@H](CCSC)n3cc(CCO)nn3)CC2)n1	?	?	12%

# Next part:
item	structure	DT40 TDP1 CPT	TDP1 cell noCPT	TDP1 block
21	COc1ccc(CNC(=O)CN2C(=O)C3C4C=CC(C4)C3C2=O)cc1 (stereo not given)	-16%	13%	1%
22	COc1ccc(CCNC(=O)CCNC(=O)c2ccccc2Cl)cc1	20%	4%	-1%
23	CC(OC(=O)/C=C/c1cccc(F)c1)C(=O)NC1CCCCC1C (stereo not given)	-7%	1%	2%
24	S=C(N=Nc1ccccc1)NNc1ccccc1	3.7µM*	?	11%
25	COCCNC(=O)[C@H](CSCc1ccccc1)N1Cc2ccccc2C1=O	?	?	1%
26	CCCC(=O)N1CCCC1(C)C(=O)Nc1ccc(-n2cccc2)cc1 (stereo not given)	3%	-13%	·
27	CCCS(=O)(=O)NC(=O)C1(C)CCN(C(=O)c2ccc3ccccc3c2)C1 (stereo not given)	-8%	-1%	·
28	O=C(OCCCC(=O)N1CCOCC1)c1ccccc1	-6%	4%	-3%
29	COc1cc(NC(=O)Nc2nc(C(N)CCc3ccccc3)cs2)cc(OC)c1OC (stereo not given)	?	7.3µM*	·
30	CCOC(=O)C1(CCc2ccccc2)CCN(Cc2cnc(N(C)C)s2)CC1	?	?	9%
31	COC(=O)[C@H](Cc1ccccc1)NC(=O)C1CCN(C(=O)[C@H](C)NS(=O)(=O)c2ccc(C)cc2)CC1	-8%	7%	3%
32	Cc1ccc(C)c(NC(=O)c2cnc(N3CCCC3)nc2C)c1	-23%	?	-4%
33	CS(=O)(=O)Nc1ccccc1C(=O)NCCSc1ccc(Cl)cc1	?	?	·
34	O=C(NCc1ccccn1)c1ccc(COc2ccc(Cl)cc2)o1	?	?	5%
35	Cc1cccc(NS(=O)(=O)c2cccc3nonc23)c1	2%	-1%	-5%
36	COc1ccc(NC(=O)C(=O)NCCN2CCN(C(=O)c3cccs3)CC2)cc1	-13%	-25%	1%
37	Cc1ccc(OCC(=O)Nc2ccc(C(=O)OCc3cc(=O)n4c(C)csc4n3)cc2)cc1	?	?	-6%
38	Cc1cc(OCc2cc(C(=O)NC3CCC3)no2)cc(C)c1Cl	?	?	2%
39	O=C(Nc1ccccc1)c1nc(S(=O)(=O)Cc2ccccc2F)ncc1Cl	1.1µM*	1.1µM*	·
40	COCCNC(=O)/C(C#N)=C/c1cn(CC(=O)NCc2ccco2)c2ccccc12	4%	-26%	8%
41	Cc1ccccc1NS(=O)(=O)c1ccc(C(=O)N2CCCC(C(F)(F)F)C2)cc1 (stereo not given)	?	12µM*	-1%
42	O=C(Nc1cccc(NC(=O)C2C3CC4OC(=O)C2C4C3)c1)c1ccccc1 (stereo not given)	-8%	-2%	9%
43	CC1CCN(C(=O)CN2C(=O)c3cccc4cccc(c34)C2=O)CC1	-27%	?	1%
44	Cc1nc(NC(=O)CSc2nc3cccnc3n2C2CCCCC2)sc1C	?	?	1%
45	Cc1c(C(=O)NCc2cccc(Cl)c2)sc(=O)n1Cc1ccc(C(=O)N(C)C)cc1	16µM*	?	·
46	CCOC(=O)Cn1cc(C#N)c(=O)[nH]c1=O	-14%	-10%	·
47	Cc1nn(Cc2ccccc2Cl)c(C)c1NC(=O)CCCn1nc(C)c([N+](=O)[O-])c1C	?	-18%	0%
48	COc1ccc(Cl)c2c1[nH]c1nc(SCc3ccccn3)nnc12	?	26µM*	0%
49	CNC(=O)COc1ccc(Cl)c2cccnc12	21%	3%	-4%
50	COc1cc2c(c(OC)c1OC)-c1c(cc3c(c1OC)OCO3)C1OC2[C@@H](C)[C@H]1C (stereo not given in full)	?	?	0%
51	COc1ccc(C(CNC(=O)c2cccc(S(=O)(=O)N3CCOCC3)c2)N2CCOCC2)cc1 (stereo not given)	-14%	-9%	0%
52	COc1ccc(/C=C(/NC(=O)c2ccc(OC)cc2)C(=O)NCCc2c[nH]c3ccccc23)cc1	17%	4%	4%
53	COc1cccc(N/C(C)=C/C(=O)c2ccc(Br)cc2)c1	-27%	-25%	-3%
54	COc1cccc(C(=O)NC(=S)Nc2ccc([N+](=O)[O-])cc2C)c1	?	?	-5%
55	CN(Cc1ccccc1)c1cc(Cl)nc(N)n1	?	-15%	5%
56	O=C(Cn1cnc2c(OCc3ccccc3)ncnc21)N[C@H](CO)Cc1cc2ccccc2[nH]1	-7%	0%	-4%
57	COc1ccc(-c2oc3ncnc(NCCCO)c3c2-c2ccc(OC)cc2)cc1	21µM*	16µM*	-10%
58	CCNC(=O)COC(=O)COc1ccc(Cl)cc1C	3%	-10%	3%
59	Cc1cccc2c(C(=O)Nn3cnnc3)cc(-c3ccccc3Cl)nc12	6%	-2%	0%
60	Cc1noc(/C=C/c2ccco2)c1S(=O)(=O)N1CCC(C(=O)NCc2ccco2)CC1	-19%	?	4%
61	CCOC(=O)CC(=O)CSc1nc(-c2cccnc2)cc(C)c1C#N	10%	8%	0%
62	CCN(CC)S(=O)(=O)c1cc([N+](=O)[O-])ccc1N=Nc1c(O)n(C)c2ccccc12	?	?	0%
63	CC(=O)Nc1ccccc1NC(=O)C/C(C)=N/NC(=O)C1CCCCC1	-2%	-18%	·
64	CCN1C(=O)C(CC(=O)Nc2ccc(OC)cc2)N(Cc2cccnc2)C1=S (stereo not given)	-27%	-12%	1%
65	COC(=O)c1ccc(CSc2ncnc3ccccc23)o1	?	?	5%
66	O=C(Nc1ccc(Cl)cc1)Nc1cc([N+](=O)[O-])ccc1F	-3%	-26%	4%
67	Cc1ccc(C(=O)c2c(N)c(C(=O)Nc3ccccc3Cl)c3ccccn23)cc1	-22%	-8%	0%
68	CCOc1ccc(-c2nnc(SCC(=O)Nc3cc(F)ccc3F)o2)cc1	?	?	6%
69	O=C(CCc1nnc(C2CCCCC2)o1)NCc1ccc(F)c(F)c1	-1%	-6%	·
70	COc1ccc(NS(=O)(=O)c2cccc(C(=O)NNC(=O)c3cccn3C)c2)cc1	2%	20%	-4%
71	CCOC(=O)C1CCN(Cc2nc3ccccc3c(=O)n2-c2ccc(F)cc2)CC1	?	?	4%
72	CCOC(=O)c1cccc(NC(=O)CSc2nnnn2C)c1	1%	0%	4%
73	CCOc1ccc(Nc2nc(N)c([N+](=O)[O-])c(N3CCN(C)CC3)n2)cc1	?	-12%	·
74	Cc1ccc(C(=O)Nc2cccc([N+](=O)[O-])c2)cc1S(=O)(=O)Nc1ccc(C(=O)O)cc1	2%	3%	-2%
75	CC(Oc1ccccc1)C(=O)NCc1cccnc1 (stereo not given)	-22%	-3%	8%
76	COCCNC(=O)C1CCCN(Cc2ccc(Cl)cc2)CC1 (stereo not given)	1%	-8%	·
77	COc1ccccc1N1CCN(C2CCCN(S(=O)(=O)c3ccc(C)cc3)C2)CC1 (stereo not given)	?	?	3%
78	CCOC(=O)/C(C#N)=C/c1cn(CCOc2ccccc2)c2ccccc12	6%	-16%	1%
79	CC(C)/C=C1\CC/C(=C\c2cccnc2)C1=O	?	21µM*	1%
80	COc1cccc(-n2c(SCC(=O)Nc3nccs3)nnc2-c2ccoc2C)c1	?	-24%	5%

# As entered above:
# TDP1 cell noCPT with cpd 73 = -12%
# TDP1 cell noCPT with cpd 61 = 8%
# DT40 TDP1 CPT with cpd 67 = -22%

# The list continues.
item	structure	DT40 TDP1 CPT	TDP1 cell noCPT	TDP1 block
81	O=C(CCSc1ccc(Cl)cc1)N1CCOCC1	-15%	?	6%[56.1 µM]
82	COc1ccccc1NC(=O)CCS(=O)(=O)c1ccc2c(c1)oc(=O)n2C	-20%	13%	0%
83	Cc1ccc(C(=O)CCC(=O)NNC(=O)c2ccccc2O)cc1	-2%	18%	0%[56.1 µM]
84	COCCOC(=O)c1c(C)oc2ccc(OCc3ccccc3)cc12	6%	?	-9%
85	Cc1cc2c(cc1S(=O)(=O)N1CCN(c3ccccc3)CC1)OCC(=O)N2	0%	9%	·
86	Cc1c(-c2ccccc2)oc2c(C(=O)OCCN3CCCCC3)cccc2c1=O	?	-6%[21.1 µM]	10%[21 µM]
87	Cc1ccc(S(=O)(=O)N2CCN(C(=O)COC(=O)COc3ccc(Cl)cc3)CC2)c(C)c1	-3%	11%	·
88	Cc1cc(C)n2nc(SCC(=O)NC(=O)c3ccccc3Cl)nc2n1	1%	3%	·
89	COC(=O)CC[C@@H](C)[C@H]1CC[C@H]2[C@@H]3CC[C@@H]4C[C@H](O)CC[C@]4(C)[C@H]3C[C@H](O)[C@]12C	?	-31%	7%
90	Cc1cc(OCCCC(=O)NNC(=O)c2ccncc2)ccc1Cl	-9%	-1%	1%
91	CC(C)(C)C(=O)Nc1ccccc1C(=O)NCCCn1ccnc1	13%	3%	8%
92	FC(F)(F)COc1nc(N/N=C/c2cccnc2)nc(N2CCCCC2c2ccccn2)n1 (stereo not given)	-2%	2%	6%
93	COCCCn1c(SCC(=O)NC2CCCC2)nnc1-c1ccncc1	18%	4%	9%
94	COc1ccc(-n2cnnc2SCC(=O)NCc2cccs2)cc1	0%	-8%	6%
95	Cc1cc(=O)[nH]c(SCC(=O)NNC(=O)Cc2ccccc2)n1	3%	7%	0%
96	O=C1N/C(=N/N=C/c2ccccc2)SC1(c1ccccc1)c1ccccc1	?	?	-6%
97	CN1C(=O)C2C=CC1C1C(=O)N(c3ccccc3)C(=O)C21 (stereo not given)	8%	4%	4%

# Bioassay records: PubChem BioAssay, National Center for Advancing Translational Sciences (NCATS)
